Source: PubChem
Rat MKP-3 inhibitors = MKP-3 phosphatase inhibitors, primary screen, biochemical, rat enzyme, in vitro (AID 425). recombinant MKP-3 phosphatase activity, fluorescence; higher % means a stronger effect. one-dose inhibition, % at 20 µM; IC50 in µM for titrated hits. hit rate 0.17% among 110,000; in the data active = inhibition above about 50%;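 also: plate controls were vehicle for no effect and reference inhibitor for full effect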
Hsp70 displacement = small molecules displacing fluorescent ligand from Hsp70 – biochemical, fluorescence polarization, primary screen (AID 583). Hsp70 fluorescence polarization probe displacement, mP; higher % means a stronger effect. displacement, % at 20 µM; hits with a dose series show IC50 in µM. hit rate 0.06% among 140,000; in the data active = displacement above about 50%;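 also: plate controls were vehicle for no effect and reference ligand for full effect; a part of the inactive calls stands beside numbers as strong as those of hits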
Starred values were filed as active, the others as inactive; nt = no result given; & = joins results of further samples. The list is partial; count on the stated rates, not on these rows.

The line under a structure holds: Rat MKP-3 inhibitors	Hsp70 displacement
1) CCCCn1c(=O)n(CC(=O)Nc2ccc(C)c(Cl)c2)c(=O)c2c1ncn2Cc1ccco1
    7.0%	-12.3%
2) COc1ccc(S(=O)(=O)N(CC(=O)Nc2ccc(Cl)cc2C)Cc2ccccc2)cc1OC
    6.2%	-2.3%
3) Cc1oc(-c2cccs2)nc1CS(=O)CC(=O)NCCCN1CC(C)CC(C)C1 (stereo not given)
    -9.5%	-0.3%
4) CCOc1ccc(NC(=O)/C=C/c2cccc(C(F)(F)F)c2)cc1
    -0.6%	5.7%
5) CC1(C)CC(=O)C2=C(C1)N(Cc1cccnc1)C(=O)C2(NC(=O)c1cccnc1)C(F)(F)F (stereo not given)
    nt	-5.2%
6) CCOC(=O)c1[nH]nc2c1C(=O)N(Cc1ccccc1)C2=O
    6.1%	0.3%
7) Cc1ncsc1CCSc1n[nH]c(=O)n1-c1ccccc1
    -8.2%	-9.5%
8) Cc1ccccc1OCC(=O)O/N=C(\N)c1ccc(Cl)cc1
    1.9%	4.2%
9) O=C(Cn1nnc(-c2ccccc2)n1)c1ccccc1
    -16.5%	3.0%
10) CCOC(=O)C1=NN(C(=O)c2ccc(Cl)cc2)C(O)(C(C)(C)C)C1 (stereo not given)
    1.2%	0.5%
11) CCCC(C(=O)NCc1ccco1)N(C(=O)CNS(=O)(=O)c1ccc(Cl)cc1)C1CCCC1 (stereo not given)
    2.8%	4.7%
12) c1cncc(-c2nc(-c3ccco3)cs2)c1
    -6.6%	13.0%
13) Cc1ccc(NC(=O)CSc2nnnn2-c2ccccc2)c([N+](=O)[O-])c1
    0.4%	-3.0%
14) CCn1c(COc2ccc(C(C)C)cc2)nnc1SCC(=O)Nc1nccs1
    nt	3.2%
15) Cc1ccccc1NC(=O)CC(=O)c1ccccc1
    0.4%	-2.1%
16) C=CCn1c(SCC(=O)O)nnc1-c1cccc(Cl)c1
    -2.2%	-0.5%
17) CC(=O)OC(OC(C)=O)c1ccc([N+](=O)[O-])cc1
    1.8%	1.9%
18) CCCCSc1nc2ccc(NC(C)=O)cc2s1
    -0.9%	4.6%
19) Cc1cc(=O)oc(C)c1C(=O)N[C@@H]1CCCCNC1=O
    -2.3%	-6.1%
20) Nc1nonc1-c1nc2ccccc2n1CC(=O)Nc1ccc(F)cc1F
    5.2%	-3.5%
21) Cc1ccc2[nH]c3nc(N/N=C/c4cccc(Cl)c4)nnc3c2c1
    -0.4%	5.0%
22) COc1ccc(NC(=O)C2CCCN(S(=O)(=O)c3c(C)n[nH]c3C)C2)cc1 (stereo not given)
    -5.6%	3.3%
23) OCCN(Cc1ccccc1)CC1CC2C=CC1C2 (stereo not given)
    -5.1%	1.2%
24) Cc1ccc2c(C(=O)CN3CCOCC3)c(C)[nH]c2c1
    nt	0.4%
25) Cc1cccc(NC(=O)c2ccccc2Br)n1
    -3.1%	-5.2%
26) Cc1cc(Br)ccc1NC(=O)CCN1C(=O)c2ccncc2C1=O
    -9.8%	5.7%
27) COc1ccc(Cc2nc(C(=O)Nc3ccc(OC)cc3)cs2)cc1
    nt	1.5%
28) Cc1nnc(SCC(=O)N2CCOCC2)n1C
    0.7%	6.7%
29) Cc1cccc(C)c1NC(=O)CC(C)c1ccccc1 (stereo not given)
    1.4%	-4.0%
30) CCCCCn1c(SCC(=O)OCC)nc2cc(C(=O)N3CCC(C(N)=O)CC3)ccc2c1=O
    nt	3.5%
31) Cc1ccc2nc3c(cc2c1)CN(Cc1ccco1)C(=NCC1CCCO1)S3 (stereo not given)
    -0.9%	2.0%
32) O=S(=O)(c1ccc(Cl)cc1)N1CCN(C2CCC(c3ccccc3)CC2)CC1 (stereo not given)
    1.0%	-2.6%
33) COc1ccc(CNC(=O)CSc2nc3c(c(=O)n(C)c(=O)n3C)n2C)cc1
    nt	-1.1%
34) COc1ccc(/C=C2\C(=O)NC(=O)N(c3ccc(Br)c(C)c3)C2=O)c(OC)c1
    2.8%	-2.3%
35) Cc1ccc(-c2nnc3ccc(SCC(=O)N4CCCCC4)nn23)cc1
    1.3%	5.4%
36) COCCN1Cc2cccc(C(=O)Nc3cccnc3)c2C1=O
    -2.3%	4.3%
37) CCOC(=O)c1ccc(Nc2cc(C)nc3nc(C)nn23)cc1
    -6.5%	-1.9%
38) CC(=O)Nc1ccc(S(=O)(=O)N2CCSC2c2ccccc2)cc1 (stereo not given)
    1.9%	8.5%
39) CC(C)C(=O)Nc1ccc(NC(=O)c2cc3ccccc3o2)cc1
    -19.1%	-2.5%
40) Cc1ccc(C(C)C)c(OCCNc2nc3c(c(=O)n(C)c(=O)n3C)n2C)c1
    -5.6%&3.5%	2.4%&1.4%
41) CC1=NN(C(=O)c2cccc(Br)c2)C(O)(C(F)(F)F)C1 (stereo not given)
    0.2%	5.3%
42) CC1(C)Cc2c(c(-c3ccccc3)nc(N3CCCC3)c2C(N)=O)CO1
    2.1%	-0.7%
43) Cc1ccc(NC(=O)Nc2ccc3c(c2)N(C)C(=O)CS3)nc1
    4.5%	-2.4%
44) Cc1ccc(-n2ncc3c(=O)[nH]c(SCC(=O)N4CCN(c5ccccc5)CC4)nc32)cc1
    0.9%	0.1%
45) CCn1c(Cn2nnc(-c3ccccc3)n2)nnc1SCC(=O)N1CCOCC1
    1.9%	0.8%
46) O=C(CCCN1C(=O)c2cccc3cccc(c23)C1=O)Nc1ccccn1
    1.0%	-2.1%
47) N#CCC(=O)N1CCCCCC1
    -21.1%	-4.1%
48) CCOCCOC(=O)c1ccc(NC(=O)/C=C/c2ccc(OC)c(Br)c2)cc1
    2.5%	-0.5%
49) CC1CCCN(c2ccc(C(=O)NCC3CCCO3)cn2)C1 (stereo not given)
    -1.8%	-2.3%
50) O=C(CSc1ccc2nnc(-c3ccc(F)cc3)n2n1)NCc1ccco1
    nt	-2.9%
51) O=C(Cn1ccc2ccccc2c1=O)NCCC(=O)Nc1cccnc1
    2.9%	5.9%
52) CCN1C(=Nc2ccc(Cl)cc2)SC/C1=C\C(=O)OC
    2.4%	4.7%
53) Cc1cccc(C(=O)N2CCN(c3ccccn3)CC2)c1
    3.7%	1.2%&-2.1%
54) CC(NS(=O)(=O)c1ccc(F)cc1)C(c1cccs1)N1CCN(C)CC1 (stereo not given)
    -15.9%	0.2%
55) O=C1/C(=C\c2ccc3c(c2)OCO3)SC(=S)N1c1cccc(C(F)(F)F)c1
    3.0%	-1.8%
56) Cc1ccc2cc3c(NC(=O)C(C)C)nn(C)c3nc2c1
    -7.9%	-1.0%
57) COc1ccc(C2OC(=O)CC2C(=O)N2CCN(c3cc(Cl)ccc3C)CC2)cc1OC (stereo not given)
    -9.1%	3.5%
58) O=S1(=O)NC2CCCCCN2c2ccc(F)cc21 (stereo not given)
    -1.8%	1.0%
59) C=CCc1ccccc1OCC(O)CN(CC)CC (stereo not given)
    nt	-5.9%
60) CC(C)(C)OC(=O)NCC12C=CC(O1)C1C(=O)N(Cc3ccccc3)C(=O)C12 (stereo not given)
    nt	0.8%

Later entries:
The line under a structure holds: Rat MKP-3 inhibitors	Hsp70 displacement
61) COc1ccc(S(=O)(=O)N2CCN(Cc3cccc(Oc4ccccc4)c3)CC2)cc1
    3.8%	3.3%
62) COCCNS(=O)(=O)c1cc(-c2nn(C)c(=O)c3ccccc23)ccc1C
    0.1%	6.2%
63) c1ccc(-c2ccc3c(c2)c2c4n3CCN=C4CCC2)cc1
    nt	0.2%
64) CCOC(=O)c1c(C)[nH]c(/C=C(/C#N)C(N)=NCc2ccccc2)c1O
    1.3%	-1.7%
65) COc1ccccc1NC(=O)NC(N)=O
    -8.3%	-0.4%
66) CN(C1CCCCC1)S(=O)(=O)c1ccc2c(c1)c(=O)c(C(=O)N1CCc3ccccc3C1)cn2C
    nt	-0.1%
67) N#Cc1c(N)oc(-c2ccc3c(c2)OCO3)c1-c1ccc2c(c1)OCO2
    -1.4%	-6.1%
68) Cn1c(SCc2ccccc2)nnc1-c1cnccn1
    nt	-1.0%
69) C[N+](C)(C)C/C=C1/COCO1
    7.3%	4.4%
70) N#Cc1conc1-c1ccc2c(c1)OCO2
    -1.0%	0.4%
71) c1ccc(C2NCCn3cccc32)cc1 (stereo not given)
    -11.1%&-0.2%	-0.1%&1.3%
72) Cc1cc(C)cc(CC2CC(=O)N(c3ccc(I)cc3)C2=O)c1 (stereo not given)
    0.1%	-4.0%
73) O=C(Nc1ccc2c(c1)OCO2)C1(S(=O)(=O)c2ccc(Cl)cc2)CC1
    6.1%	1.4%
74) COc1c(C)cccc1C(=O)NC(=S)Nc1ccc2c(c1)Cc1ccccc1-2
    nt	8.6%
75) O=C(c1ccc(Cn2c(=O)[nH]c3ccccc3c2=O)cc1)N1CCN(c2ccccc2)CC1
    -9.6%	-2.8%
76) Oc1ccc(Cl)cc1CNc1ccc(Br)cn1
    -0.8%	-1.8%
77) COc1ccc2c(=O)c3c(=O)n(Cc4ccco4)c(-c4cc(OC)c(OC)c(OC)c4)nc3oc2c1
    -3.1%	-0.5%
78) CCCn1c(C(O)c2ccc(C)cc2)nc2ccccc21 (stereo not given)
    -0.2%	4.5%
79) O=C(COc1ccc(Cl)cc1)Nc1ccc2oc(-c3ccccc3)nc2c1
    7.3%	0.4%
80) COc1ccccc1NC(=O)c1c(C)oc2c1CCCC2
    nt	4.2%
81) COc1ccc(C(=O)Nc2ccccc2C(=O)NCCCn2ccnc2)cc1
    -6.9%&1.8%	0.1%
82) COc1ccc(C(=O)Nc2cccc(-c3nc4ccccc4s3)c2C)cc1[N+](=O)[O-]
    6.9%	1.8%
83) NC(=O)c1cccc(N=Cc2ccc([N+](=O)[O-])cc2)c1
    -2.7%	8.4%
84) CC1(C)CC(=O)N(CC(=O)NCc2ccc(F)cc2)c2ccccc2S1(=O)=O
    -6.1%	-2.4%
85) COc1ccc(C(=O)NC(=O)COC(=O)C2COc3ccccc3O2)cc1 (stereo not given)
    nt	-2.1%
86) Cc1cccc(N2CCN(C(=O)c3cc(-c4ccc(Cl)cc4)nc4ccccc34)CC2)c1C
    4.2%	6.7%
87) O=C(/C=C\c1ccccc1)Nc1ccc(Br)cn1
    -0.2%	2.1%
88) CCc1nc(N)c(C#N)c(-c2ccc(O)c(OC)c2)c1C
    -1.1%	-2.0%
89) C=CCn1c(SC(C)C(=O)NC2(C#N)CCCCC2)nnc1-c1ccc(OC)cc1 (stereo not given)
    -7.7%	4.0%
90) COCCNC(=O)c1ccc2c(=O)n(Cc3ccco3)c(SCC(=O)NC3CCCCC3)nc2c1
    nt	-0.2%
91) COC(=O)c1cccc(-c2ccc(C=C3C(=O)N(C)C(=O)N(C)C3=O)o2)c1
    -1.0%	-3.3%
92) CCOC(=O)C1CCN(C(=O)C(=O)N2CCC(C(=O)OCC)CC2)CC1
    nt	2.4%
93) COCCOC(=O)c1ccc(NS(=O)(=O)c2ccc(Cl)cc2)cc1
    3.1%	0.2%
94) CCc1ccccc1NC(=O)CSc1nnc([C@@H]2CCCN2C(=O)OC(C)(C)C)o1
    -6.5%	5.2%
95) COc1ccc(S(=O)(=O)N2CCN(Cc3ccccc3F)CC2)cc1
    1.3%	-2.0%
96) Cc1nc2ccccc2c(=O)n1N(c1ccccc1)c1ccccc1
    -3.0%	-3.6%
97) Cc1ccc(N2C(=O)CC(Cn3nc(C)cc3C)C2=O)cc1 (stereo not given)
    6.9%	-2.8%
98) CC(=O)C1=C(O)C(=O)N(Cc2ccco2)C1c1ccc2c(c1)OCO2 (stereo not given)
    -5.1%	0.2%
99) O=C(NC(=S)NCc1cccnc1)c1cccs1
    -2.4%	1.0%
100) O=C1CC(N2CCN(c3nc4ccccc4s3)CC2)C(=O)N1Cc1cccs1 (stereo not given)
    -1.4%	0.6%
101) O=C(c1ccc2c(c1)N(Cc1ccccc1)C(=O)c1ccccc1S2)N1CCCC1
    nt	-1.0%
102) CC1=CC(C)(C)Nc2ccc(OC(=O)c3cccnc3)cc21
    0.7%	1.8%
103) CCOC(=O)Cn1c(=N)n(Cc2ccccc2F)c2ccccc21
    -1.4%	-0.3%
104) O=C1NC(=O)N(c2ccccc2)C(=O)/C1=C/c1cc2c(cc1Cl)OCO2
    2.2%	4.1%
105) O=C(c1nn2c(c1Cl)NC(c1ccccc1)CC2C(F)(F)F)N1CCN(c2ccc(F)cc2)CC1 (stereo not given)
    0.9%	1.2%
106) CC(=O)c1cccc(NC(=O)c2oc(C)nc2C)c1
    -1.3%	5.2%
107) COC(=O)CCN1C(=O)/C(=C\c2ccc(F)cc2)SC1=S
    3.3%	-3.2%
108) CN(NS(=O)(=O)c1ccccc1)c1nc2ccccc2nc1C(F)(F)F
    nt	-2.5%
109) COC(=O)c1ccc(NC(=O)C2c3ccccc3Oc3ccccc32)cc1
    5.4%	-0.5%
110) O=C1c2ccc(Oc3ccc([N+](=O)[O-])cc3)cc2C(=O)N1c1cccnc1
    0.0%	2.1%
111) Cc1ccccc1CN(c1ccc(C(=O)N2CCc3ccccc3C2)cc1)S(C)(=O)=O
    nt	2.5%
112) CCOC(=O)Nc1ccc(S(=O)(=O)Nc2nc(C)cc(C)n2)cc1
    nt	10.3%
113) CN(C(=O)C1CCCO1)c1nnc(-c2cnccn2)s1 (stereo not given)
    -18.8%	-2.1%
114) CN(C)Cc1c(O)ccc2c(=O)c(-c3ccc(Cl)cc3)coc12
    1.4%	0.9%
115) CCc1[nH]nc2c1C(C(C)C)C(C#N)=C(N)O2 (stereo not given)
    -7.6%	6.0%
116) c1cc2c3c(cccc3c1)NC1(CCCCC1)N2
    nt	4.1%
